CYP2C19 inhib: blocks human cytochrome P450 2C19. P33261. CYP2C19 Supersomes, luciferin-H EGE luminescence, 30 min. inhibition, % at 5 µM. actives 21% (n = 96,000). AID 778;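 active = CYP2C19 inhibition above a set limit at 5 µM in the primary screen, cut at about 50% in these data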;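 note: plate controls were negative control wells for no effect and 2.5 mM tranylcypromine positive control for full effect; values of inactives mirror those of a sister screen read the other way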
HUVEC tox IL1B: toxic to HUVEC cells under IL-1B stimulation. HUVEC cell count loss, Hoechst imaging, IL-1B stimulated. cell count reduction, % at 2 µM. actives 0.41% (n = 94,000). AID 845;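 active = cell count reduction more than 3 SD above the screen-wide mean, cut at about 70% in these data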;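 note: normalized per plate to untreated control cells as the no-loss baseline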
HUVEC tox TNFa: toxic to HUVEC cells under TNF alpha stimulation; HUVEC TNFalpha-stimulated, Hoechst cell count, imaging; cell count reduction, % at 2 µM; actives 0.17% (n = 93,000); AID 848;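 active = cell count reduction exceeding the screen mean by over 5 SD, scaled to untreated wells per plate, cut at about 78% in these data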;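 note: cells counted after 24 h of TNF alpha exposure following the 1 h pretreatment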
CYP2C19 activ: increases human CYP2C19 enzyme activity; P33261; recombinant CYP2C19, luciferin-H EGE luminescence; stronger effect = higher value; 0 = fully inhibited enzyme, 1 = untreated enzyme; activation factor at 5 µM; 96,000 tested, under 10 active; AID 1025;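 active = activation factor of at least 2 at 5 µM in the primary screen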;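 note: 0 = wells with 2.5 mM tranylcypromine and 1 = vehicle-only wells; values of inactives mirror those of a sister screen read the other way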
DAT uptake mod: modulates human dopamine transporter uptake under cocaine. Q01959. LLC-PK1 hDAT cells, [14C]-dopamine uptake with cocaine IC80; actives deviate in either direction. B-score at 10 µM. actives 1.3% (n = 110,000). AID 449768;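 active = Z score or B-score, a plate-position-corrected score, falls beyond the plate's 99.7% confidence bounds, in either direction; inactive = both scores lie inside the 99.7% bounds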;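 note: scored against the spread of the other compound wells on the same plate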
Target sequence (Q01959 whole entry, looked up): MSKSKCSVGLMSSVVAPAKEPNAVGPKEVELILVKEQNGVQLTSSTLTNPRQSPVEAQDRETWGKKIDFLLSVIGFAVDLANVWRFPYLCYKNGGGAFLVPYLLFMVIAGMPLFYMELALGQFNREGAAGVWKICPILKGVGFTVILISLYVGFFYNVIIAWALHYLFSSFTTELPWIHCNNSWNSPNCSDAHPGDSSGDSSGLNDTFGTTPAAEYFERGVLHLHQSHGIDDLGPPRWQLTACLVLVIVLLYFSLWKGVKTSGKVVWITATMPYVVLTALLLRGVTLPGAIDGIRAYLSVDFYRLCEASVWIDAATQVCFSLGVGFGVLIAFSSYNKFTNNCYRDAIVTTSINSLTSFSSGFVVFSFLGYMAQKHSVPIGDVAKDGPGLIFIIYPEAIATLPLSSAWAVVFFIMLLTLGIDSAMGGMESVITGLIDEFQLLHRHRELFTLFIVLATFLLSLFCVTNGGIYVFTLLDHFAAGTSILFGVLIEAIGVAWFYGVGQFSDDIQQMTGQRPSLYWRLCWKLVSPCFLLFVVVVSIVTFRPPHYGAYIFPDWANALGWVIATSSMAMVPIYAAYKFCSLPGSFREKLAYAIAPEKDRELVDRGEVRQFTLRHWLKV
VCAM1 TNFa inh: reduces TNF alpha induced VCAM1 expression in HUVEC | HUVEC TNFa-induced VCAM-1 immunofluorescence, high-content imaging | inhibition, % at 2 µM | actives 0.48% (n = 95,000);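 active = inhibition above the batch mean plus 3 SD, with images confirmed as a hit by eye, cut at about 37% in these data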;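 note: 0% = TNF-stimulated DMSO wells and 100% = unstimulated control wells; not every result past the cut was called active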
CYP2C9 inh: human CYP2C9 inhibition. actives 20% (n = 96,000). AID 777. CYP2C9 Supersomes, luciferin-H conversion, luminescence. inhibition, % at 5 µM. P11712;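 active = blocking of liver enzyme CYP2C9 beyond about 50% at 5 µM, limit read from the data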; note: values of inactives mirror those of a sister screen read the other way
Calb biofilm kill: kills Candida albicans biofilms. C. albicans biofilm + clotrimazole, Alamar Blue. inhibition, % at 6 µM. actives 0.14% (n = 85,000). AID 834;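 active = inhibition above 20%; inactive = inhibition below 20%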;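 note: preformed 24 hr biofilms exposed to compound for 48 hr; 0% = biofilm without compound and 100% = blank killed by clotrimazole plus chlorhexidine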
CYP2C9 activ: CYP2C9 (human) activation | recombinant CYP2C9, luciferin-H conversion, luminescence; stronger effect = higher value; factor 1 = untreated enzyme, 0 = blocked | activation factor at 5 µM | actives 1.4% (n = 96,000) | AID 1024;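 active = activation factor of 2 or more for CYP2C9 at a 5 µM dose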;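 note: 0 = sulfaphenazole-blocked wells and 1 = vehicle-only wells; values of inactives mirror those of a sister screen read the other way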
* = called active by the depositor; nt = no result given. These rows are one share of the data. The share of hits here may be higher or lower than overall.

no.	SMILES	CYP2C19 inhib	HUVEC tox IL1B	HUVEC tox TNFa	CYP2C19 activ	DAT uptake mod
1	O=C(Cn1c(=O)c(C(F)(F)F)nc2ccccc21)N1CCC2(CC1)OCCO2	-10	5	-13	1.1	0.46
2	c1ccc2c(NC3=NCCS3)cccc2c1	44	-2	-3	0.6	-0.073
3	OC12Oc3ccccc3C=C1N1CCC2CC1 (stereo unspecified)	8	-1	5	0.9	-0.82
4	CCOC(=O)c1c(C)n(Cc2ccccc2)c2ccc(OCC(O)Cn3nc(C)nc3C)cc12 (stereo unspecified)	54*	nt	nt	0.5	nt
5	CCCCn1c(=O)c(C(=O)NCc2ccncc2)c(O)c2ccccc21	92*	-33	-38	0.1	0.79
6	CC1CCC/C=C/C2CC(O)CC2C(O)/C=C/C(=O)O1 (stereo unspecified)	11	-19	87*	0.9	0.027
7	CC1CN(O)C2CCc3nonc3C12O (stereo unspecified)	4	-1	-27	1	0.56
8	O=C(Cn1ncc2ccccc21)N1CCC2(CC1)OCCO2	55*	-9	6	0.5	-0.69
9	COc1ccccc1/C=N/N=C(/N)N[N+](=O)[O-]	1	-4	3	1	0.03
10	CCOC(=O)c1c(C)n(COCCO)c2ccc(O)cc12	16	-70	-30	0.8	0.021
11	C=CCOC(=O)C1=C(C)OC(N)=C(C(=O)OCC)C12C(=O)N(CC(N)=O)c1ccccc12 (stereo unspecified)	-7	-18	-54	1.1	0.14
12	O=C(CN1CCN(Cc2cccc(Cl)c2)C1=O)N1CCC2(CC1)OCCO2	-18	42	-1	1.2	-0.71

no.	VCAM1 TNFa inh	CYP2C9 inh	Calb biofilm kill	CYP2C9 activ
1	32	0	5	1
2	-9	20	7	0.8
3	-5	-15	9	1.1
4	nt	62*	0	0.4
5	-4	100*	-2	0
6	94*	-11	8	1.1
7	-18	6	9	0.9
8	-10	-4	0	1
9	1	0	44*	1
10	13	9	nt	0.9
11	25	-5	8	1
12	-16	5	-1	0.9

New compounds follow
no.	SMILES	CYP2C19 inhib	HUVEC tox IL1B	HUVEC tox TNFa	CYP2C19 activ	DAT uptake mod
13	Cn1ccnc1P(=S)(c1nccn1C)c1nccn1C	-2	7	-11	1	0.13
14	CC(C)N1C(=O)CCC1C(=O)N1CCC2(CC1)OCCO2 (stereo unspecified)	-5	8	-4	1	1
15	CCN(CC)c1ccc(CN2CC=C(c3ccc(F)cc3)CC2)cc1	27	10	-18	0.7	0.53
16	CN1C(=O)N(C)C(=O)C2(Cc3c(nc4ccccn4c3=O)N3CCC(Cc4ccccc4)CC32)C1=O (stereo unspecified)	-3	nt	nt	1	nt
17	C=CCn1c(O)c(C(CC)=NCCCO)c(=O)[nH]c1=O	-10	-19	-13	1.1	-0.0077
18	Cc1cccc(C2=NCC(=O)N(CC(=O)NCc3ccco3)c3sc4c(c32)CCCC4)c1	51*	-13	-15	0.5	3.3
19	Cn1c(O)c(C=NCCN2CCNCC2)c(=O)n(C)c1=O	nt	-14	-4	nt	-1.6
20	Nc1ncc(P(=S)(N2CCOCC2)N2CCOCC2)s1	7	-45	-14	0.9	-0.26
21	CCOc1cccc(C2NCc3ccccc3-n3cccc32)c1O (stereo unspecified)	38	-10	-9	0.6	0.99
22	CC1=NN(c2ccccc2)C(=O)C1/C=C1/C(=O)NC(=O)N(c2cc(C)cc(C)c2)C1=O (stereo unspecified)	-1	20	6	1	nt
23	CCCC/C(=N\O)c1c[nH]c2ccccc12	69*	17	10	0.3	0.08
24	CCCNC(=O)c1c(N)n(Cc2ccc3c(c2)OCO3)c2nc3ccccc3nc12	5	2	nt	1	1.1

no.	VCAM1 TNFa inh	CYP2C9 inh	Calb biofilm kill	CYP2C9 activ
13	4	-4	5	1
14	-5	-3	6	1
15	-26	-10	2	1.1
16	nt	14	7	0.9
17	16	-4	-1	1
18	-13	59*	5	0.4
19	-7	nt	9	nt
20	5	-4	14	1
21	6	26	6	0.7
22	2	24	nt	0.8
23	19	28	6	0.7
24	12	17	nt	0.8

(further entries)
no.	SMILES	CYP2C19 inhib	HUVEC tox IL1B	HUVEC tox TNFa	CYP2C19 activ	DAT uptake mod
25	O=C(Cc1ccccc1)OCn1nnc2ccccc2c1=O	nt	13	-16	nt	-0.57
26	OCCN1C2CCC1CC(O)(c1ccc(F)cc1)C2 (stereo unspecified)	7	-10	nt	0.9	1
27	N/C(=N\[N+](=O)[O-])N/N=C/c1ccc(O)cc1	5	0	14	1	-0.71
28	Cc1nn(C)c(C)c1/C=C1/CC2C3CC=C4CC(O)CCC4(C)C3CCC2(C)C1=O (stereo unspecified)	nt	12	-23	nt	2.1
29	O=P(OCC(F)(F)C(F)F)(N1CCOCC1)N1CCOCC1	2	-39	-12	1	-0.54
30	CCOC(=O)C1=C(C)OC(N)=C(C(=O)OCC)C12C(=O)Nc1ccc(Br)cc12 (stereo unspecified)	36	-41	0	0.6	0.0022
31	Cc1cc(OCC(=O)OC(C)C)c2c3c(c(=O)oc2c1)CCCC3	6	-14	-19	0.9	0.87
32	O=C1C2CCN(CC2)C1Cc1ccccc1O (stereo unspecified)	0	-4	-3	1	-0.92
33	Cn1c(O)c(C=NCc2ccco2)c(=O)n(C)c1=O	52*	-14	-56	0.5	-0.71
34	O=c1[nH]c(=O)n(-c2cccc(Cl)c2)c(O)c1/C=N/c1ccccn1	-10	-2	4	1.1	-0.21
35	CN1CCN(CCC(C#N)(c2ccccc2)c2ccccc2)CC1	7	27	-19	0.9	-0.9
36	Cc1cccc(-n2c(O)c(C=NCCCN3CCOCC3)c(=O)[nH]c2=O)c1C	-14	-9	-31	1.1	0.0031

no.	VCAM1 TNFa inh	CYP2C9 inh	Calb biofilm kill	CYP2C9 activ
25	6	nt	5	nt
26	-18	-5	4	1
27	6	3	nt	1
28	1	nt	-1	nt
29	8	-4	4	1
30	26	36	0	0.6
31	-13	28	nt	0.7
32	11	0	7	1
33	-10	28	0	0.7
34	4	-8	3	1.1
35	7	8	1	0.9
36	5	-7	nt	1.1

In the list so far, 4 contain a carbonyl joined to an NH by a bond outside any ring.
no.	SMILES	CYP2C19 inhib	HUVEC tox IL1B	HUVEC tox TNFa	CYP2C19 activ	DAT uptake mod
5	CCCCn1c(=O)c(C(=O)NCc2ccncc2)c(O)c2ccccc21	92*	-33	-38	0.1	0.79
11	C=CCOC(=O)C1=C(C)OC(N)=C(C(=O)OCC)C12C(=O)N(CC(N)=O)c1ccccc12 (stereo unspecified)	-7	-18	-54	1.1	0.14
18	Cc1cccc(C2=NCC(=O)N(CC(=O)NCc3ccco3)c3sc4c(c32)CCCC4)c1	51*	-13	-15	0.5	3.3
24	CCCNC(=O)c1c(N)n(Cc2ccc3c(c2)OCO3)c2nc3ccccc3nc12	5	2	nt	1	1.1

no.	VCAM1 TNFa inh	CYP2C9 inh	Calb biofilm kill	CYP2C9 activ
5	-4	100*	-2	0
11	25	-5	8	1
18	-13	59*	5	0.4
24	12	17	nt	0.8

Next section:
no.	SMILES	CYP2C19 inhib	HUVEC tox IL1B	HUVEC tox TNFa	CYP2C19 activ	DAT uptake mod
37	CCOC(=O)C1=C(N)Oc2ccccc2C12C(=O)N(CC(=O)OC)C(CC(=O)OC)=C2C(=O)OC (stereo unspecified)	1	-5	-1	1	-0.0049
38	C=CCNC(=O)c1c(N)n(Cc2ccco2)c2nc3ccccc3nc12	2	-7	-4	1	-0.16
39	Cc1ccc2c(c1)C(c1ccccc1)NCC(=O)N2 (stereo unspecified)	-6	28	15	1.1	-2.3
40	Cc1ccc2cccc(OC(=O)N3CCCC3)c2n1	-3	5	42	1	-0.46
41	CCCC1(CCC)C(=O)NC(=NCc2ccccc2)NC1=O	21	-16	-19	0.8	-7.4*
42	OCC1(CO)COC(c2cccnc2)N1 (stereo unspecified)	-7	-2	9	1.1	0.62
43	O=C(C1CCC(=O)N1C1CCCC1)N1CCC2(CC1)OCCO2 (stereo unspecified)	4	2	5	1	-0.68
44	O=c1[nH]c(=O)n(Cc2ccc(F)cc2)c(O)c1C=NCCCO	-3	-35	-3	1	0.58
45	O=C1C2CCCN2C(c2cccnc2)N1c1cccc(Cl)c1 (stereo unspecified)	16	-12	-28	0.8	-0.73
46	O=c1cc(C(F)(F)F)c2cc3c4c(c2o1)CCCN4CCC3	33	7	3	0.7	0.78
47	CC(C)Oc1cc(-n2c(=S)[nH]c3ccccc3c2=O)c(Cl)cc1Cl	90*	11	-10	0.1	-0.76
48	CCn1cc(C(=O)c2cccs2)c2ccccc21	11	1	-6	0.9	0.46

no.	VCAM1 TNFa inh	CYP2C9 inh	Calb biofilm kill	CYP2C9 activ
37	20	8	3	0.9
38	4	16	15	0.8
39	0	-6	6	1.1
40	-54	10	1	0.9
41	-2	37	6	0.6
42	3	-8	7	1.1
43	25	2	6	1
44	4	-6	nt	1.1
45	1	15	0	0.9
46	26	-13	9	1.1
47	8	72*	nt	0.3
48	0	-209	-2	3.1*

Later entries:
no.	SMILES	CYP2C19 inhib	HUVEC tox IL1B	HUVEC tox TNFa	CYP2C19 activ	DAT uptake mod
49	Oc1ccc(Cl)cc1CN1CCN(Cc2ccccc2)CC1	90*	-7	-32	0.1	-0.026
50	Cc1nn(-c2ccccc2)c(Cl)c1C1C(C#N)=C(N)Oc2c1c(=O)oc1ccccc21 (stereo unspecified)	45	nt	nt	0.6	-0.3
51	CCC(=O)N1c2ccc(S(=O)(=O)CCC(=O)N3CCC4(CC3)OCCO4)cc2CC1C (stereo unspecified)	25	-26	-29	0.7	1.4
52	O=C(Cc1ccccc1)Oc1cccc(N2C(=O)CCC2=O)c1	20	-68	-25	0.8	0.32
53	COc1ccc(OCC(=O)N2CCN(Cc3c[nH]c4ccccc34)CC2)cc1	28	-18	-1	0.7	4.3*
54	CC(=NCCCn1ccnc1)c1c(O)n(C)c(=O)n(C)c1=O	14	1	-23	0.9	0.57
55	CC(C)CCNC(=O)c1c(N)n(CC2CCCO2)c2nc3ccccc3nc12 (stereo unspecified)	61*	-7	-7	0.4	1

no.	VCAM1 TNFa inh	CYP2C9 inh	Calb biofilm kill	CYP2C9 activ
49	0	56*	3	0.4
50	nt	99*	6	0
51	1	24	1	0.8
52	2	17	3	0.8
53	6	33	-3	0.7
54	0	14	nt	0.9
55	-2	95*	nt	0

High-throughput results (PubChem BioAssay)
